PI4K2A block: qHTS for small molecular inhibitors of PI4K2A; Phosphatidylinositol 4-kinase type 2-alpha (Homo sapiens), Q9BTU6; purified PI4K2A, ADP-Glo luminescence, 1 h; hits give low values; activity change, negative = inhibition, % at 76.9 µM; 0.13% of 420,000 active; in the data active = activity change below about -50%; inconclusive = mostly about -30% to -49%;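 also: -100% = wells without enzyme as full effect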
Target sequence (Q9BTU6 whole entry, looked up): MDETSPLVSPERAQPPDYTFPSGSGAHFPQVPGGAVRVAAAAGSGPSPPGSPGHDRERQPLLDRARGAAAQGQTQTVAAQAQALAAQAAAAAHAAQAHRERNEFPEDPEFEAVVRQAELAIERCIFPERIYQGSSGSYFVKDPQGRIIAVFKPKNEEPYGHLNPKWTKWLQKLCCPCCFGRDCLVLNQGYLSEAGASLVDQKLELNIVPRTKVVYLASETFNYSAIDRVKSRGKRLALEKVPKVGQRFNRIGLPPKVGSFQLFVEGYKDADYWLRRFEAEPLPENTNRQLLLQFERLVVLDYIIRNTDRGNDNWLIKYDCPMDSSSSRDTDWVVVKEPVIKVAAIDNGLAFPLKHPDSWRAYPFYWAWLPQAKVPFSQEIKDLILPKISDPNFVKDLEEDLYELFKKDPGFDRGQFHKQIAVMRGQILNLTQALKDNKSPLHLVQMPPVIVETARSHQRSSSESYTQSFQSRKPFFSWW
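In this quantitative HTS, ADP production by PI4K2A was quantified luminescently after 1 h at ambient temperature; 100 microM adenosine served as plate-quality control.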
Vif-A3G inh: qHTS for Inhibitors of Vif-A3G Interactions: qHTS; AID 602310, 2012; 0.076% of 410,000 active; Potency, µM (highest dose often 46.1 µM), for the others: at the top dose activity, negative = active, usual class: inhibitors; DNA dC->dU-editing enzyme APOBEC-3G (Homo sapiens), Q9HC16; HeLa A3G-eYFP + Vif (tagged APOBEC3G with the HIV-1 protein that degrades it), YFP fluorescence, overnight;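 also: potency is read from the fitted curve at half-maximal effect; % is scaled to controls: 0 for no effect and ±100 for the full control effect; nearly all actives have a fitted effect of over 60% in size; hits raise eYFP signal because A3G escapes Vif-driven loss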
Target sequence (Q9HC16 whole entry, looked up): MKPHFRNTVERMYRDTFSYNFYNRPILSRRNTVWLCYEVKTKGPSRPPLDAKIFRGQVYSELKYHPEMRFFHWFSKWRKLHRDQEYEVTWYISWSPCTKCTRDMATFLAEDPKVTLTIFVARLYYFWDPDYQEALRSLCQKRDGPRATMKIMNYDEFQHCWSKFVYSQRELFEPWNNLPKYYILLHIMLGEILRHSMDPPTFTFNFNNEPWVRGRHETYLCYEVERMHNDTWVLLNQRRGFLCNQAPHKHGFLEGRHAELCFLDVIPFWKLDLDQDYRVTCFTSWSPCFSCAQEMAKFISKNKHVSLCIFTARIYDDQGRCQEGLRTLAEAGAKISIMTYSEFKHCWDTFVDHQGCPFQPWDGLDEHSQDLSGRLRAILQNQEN
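Read-out is eYFP fluorescence (Ex 488/Em 500-530) from Vif-expressing HeLa A3G-eYFP cells; more signal means A3G escaped Vif-mediated degradation. Cells plated overnight, compound pinned in, incubated overnight at 37 deg C.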
TrxR1 substrate: qHTS Assay for Substrates of Mammalian Selenoprotein Thioredoxin Reductase 1 (TrxR1): qHTS. Thioredoxin reductase 1, cytoplasmic (Rattus norvegicus), O89049. purified TrxR1 substrate turnover, NADPH consumption readout. Potency, µM (titrated, usually from 114 µM), inactives show at the top dose activity change, negative = substrate turnover. 0.01% of 390,000 active; also: potency is read from the fitted curve at half-maximal effect; % is scaled to controls: 0 for no effect and ±100 for the full control effect; nearly all actives have a fitted effect of over 50% in size
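Rat TrxR1, dispensed at 90 nM, was prereduced with 400 uM NADPH (final) for 5 min at ~22 deg C, then incubated with compound 15 min before 400 uM selenite. A first-read NADPH fluorescence drop versus no-compound background flagged substrates.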
LDHA block: qHTS assay for inhibitors of human lactate dehydrogenase; L-lactate dehydrogenase A chain (Homo sapiens), P00338; purified LDHA, NADH/diaphorase-resazurin fluorescence; hits give low values; activity change, % (values are at about 110 or 230 µM); 0.15% of 480,000 active; AID 1347041, 2019; in the data active = activity change below about -30%; inconclusive = mostly about -25% to -30%;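 also: plate controls were DMSO wells for no effect and wells without enzyme for full effect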
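Resorufin fluorescence (ex540/em590), read at 0 and 20 min after diaphorase/resazurin addition, reports the NADH left after a 5 min room-temperature reaction of 2 nM human LDH5 with 0.06 mM NADH and 0.2 mM pyruvate.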
USP1-UAF1 inh: Inhibitors of USP1/UAF1: Primary Screen; recombinant USP1/UAF1, Ub-Rhodamine cleavage fluorescence; Ubiquitin carboxyl-terminal hydrolase 1 (Homo sapiens), O94782; Potency, µM (highest dose often 57.1 µM), without a hit: at the top dose activity change, negative = inhibition, usual class: inhibitors; 0.23% of 390,000 active; also: potency is read from the fitted curve at half-maximal effect; % is scaled to controls: 0 for no effect and ±100 for the full control effect; nearly all actives have a fitted effect of over 60% in size; inactives centre near -12
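High-throughput fluorogenic screen: 1nM USP1/UAF1 complex, Ub-Rho substrate 150nM final, 50mM HEPES pH 7.8 with 0.5mM EDTA, 0.1 mg/ml BSA, 1mM TCEP and 0.01% Tween-20.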
Vif-APOBEC3F blk: qHTS for Inhibitors of Vif-A3F Interactions: qHTS | Potency, µM (highest dose often 46.1 µM), without a hit: at the highest dose activity, negative = active | 0.2% of 390,000 active | HeLa A3F-eYFP + Vif (tagged APOBEC3F with the HIV-1 protein that degrades it), YFP fluorescence increase; also: potency is read from the fitted curve at half-maximal effect; % of control where 0% means no effect; nearly all actives have a fitted effect of over 65% in size
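HeLa cells stably expressing A3F-eYFP plus Vif, plated and incubated overnight at 37 deg C, then exposed to compounds overnight at 37 deg C. Blocked degradation read as raised yellow fluorescence (Ex 488/Em 500-530).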
RXFP1 ag: qHTS Assay for Agonists of the Relaxin Receptor RXFP1. AID 2676, 2010. 0.3% of 370,000 active. Potency, µM (doses to about 57.5 µM), for the others: at the highest dose activation, actives largely listed as activators. Relaxin receptor 1 (Homo sapiens), Q9HBX9. HEK293T-RXFP1 cAMP TR-FRET, 30 min; response scale: percent of porcine relaxin response, buffer zero; also: potency is read from the fitted curve at half-maximal effect; % is scaled to controls: 0 for no effect and ±100 for the full control effect; nearly all actives have a fitted effect of over 60% in size; many of its hits are not listed in these tables
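HEK293 cells stably expressing RXFP1, treated 30 min at 37C with compounds plus PDE4 inhibitor Ro 20174; cAMP measured by HTRF TR-FRET. Normalized to buffer and 29 nM porcine relaxin; EC50 by Hill fit.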
IDH1 R132H inh: qHTS for Inhibitors of mutant isocitrate dehydrogenase 1 (IDH1): qHTS | 0.093% of 390,000 active | Isocitrate dehydrogenase [NADP] cytoplasmic (Homo sapiens), O75874 | Potency, µM (doses to about 76.6 µM), inactives show at the top dose activity change, negative = inhibition, actives largely listed as inhibitors | IDH1-R132H enzyme, NADPH consumption, diaphorase/resazurin fluorescence | AID 602179, 2012; also: potency is read from the fitted curve at half-maximal effect; % is scaled to controls: 0 for no effect and ±100 for the full control effect; nearly all actives have a fitted effect of over 65% in size
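IDH1-R132H (0.5 ug/mL) preincubated 30 min with compound, then NADPH (0.016 mM) and alpha-KG (2 mM) added; 80 min at RT, pH 7.5. Remaining NADPH coupled via diaphorase/resazurin to fluorescence (540/590 nm); concentration-response curves normalized to no-enzyme control.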
GRP78 ERSR act: qHTS for Inducers of the Endoplasmic Reticulum Stress Response (ERSR) in Human Glioma: qHTS; Potency, µM, without a hit: at the highest dose activation, hits mostly activators; U87-MG GRP78 promoter luciferase reporter, 16 h; AID 602332, 2012; 0.02% of 420,000 active; also: potency is read from the fitted curve at half-maximal effect; series mostly up to about 76 µM; % of control where 0% means no effect; nearly all actives have a fitted effect of over 35% in size
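Stably transfected U87-MG glioma cells carrying a GRP78-based luciferase sensor; 16 h compound incubation. Luminescence end-point read 10 min after Bright-Glo addition at room temperature.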
Active calls of the source: *; ? = inconclusive; nt = no result given; & = joins results of further samples; [ ] = remark or other dose. Unless noted, calls follow the shape of the dose curve; as a rule, active = well fitted curve in the direction sought with a large enough effect; inconclusive = small, poorly fitted or top-dose-only effect, or another doubt; inactive = no such curve, though single readings can be large; an effect the other way counts as inactive or inconclusive. The list is partial; count on the stated rates, not on these rows.

| molecule | Vif-A3G inh | Vif-APOBEC3F blk | LDHA block | TrxR1 substrate | RXFP1 ag | IDH1 R132H inh | USP1-UAF1 inh | PI4K2A block | GRP78 ERSR act |
| --- | --- | --- | --- | --- | --- | --- | --- | --- | --- |
| CCOc1cc(N2CCOCC2)c(OCC)cc1NC(=O)c1ccc(S(=O)(=O)N(C)C)cc1 | 0% | -25% | 3 | 6% | 0.0% | 4% | -20% | -5 | -2% |
| CCOc1cc(/C=N\NC(=O)c2ccc(NC(=O)C(C)(C)C)cc2)ccc1OC(=O)c1ccc(C)cc1 | 0% | 1% | -9 | -9% | 2.9% | 3% | -17% | 3 | -3% |
| NC(=O)C1CCN(C(=O)CN2CCCc3ccccc32)CC1 | 0% | -8% | 7 | 7%[57.1 µM] | 2.0% | 0% | -14% | -4 | -2% |
| CC(C)OC(=O)c1ccc(NC(=O)c2cncc(Br)c2)cc1 | 1% | 0% | -4 | 2%[57.1 µM] | 0.5% | 3% | -10% | 3 | 0% |
| C[C@@H]1CN([C@@H](C)CO)C(=O)CCCn2nncc2CO[C@@H]1CN(C)S(=O)(=O)c1ccc(-c2ccccc2)cc1 | -5% | -8% | -15 | nt | nt | -8% | 2% | 0 | -5% |
| C[C@H](NC(=O)c1nc[nH]c1C(=O)NCc1ccccc1)c1ccccc1 | -13% | -2% | 0 | -3% | 0.6% | -13% | -8% | -1 | 3% |
| O=C1c2ccccc2-c2ccccc2NC1O (configuration not stated) | -6% | 0% | -9 | nt | nt | 2% | -28% | -1 | -2% |
| Fc1ccc(CNCc2ccco2)cc1 | -6% | -2% | -13 | 11% | -3.9% | -9% | -27% | 5 | -1% |
| CCCn1c(=O)c2ccccc2n2c(=S)[nH]nc12 | -1% | -5% | -1 | 2% | -1.8% | 2% | -6% | 4 | -2% |
| O=C(OCC(=O)N1CCCC1)c1c2c(nc3ccccc13)CCCCC2 | -64% | 0% | -10 | -4%[57.1 µM] | 1.9% | -7% | -22% | -1 | 3% |
| CCOc1ccc(-c2cn(-c3ccc(OC)cc3)c(SCC(=O)Nc3ccccc3Cl)n2)cc1 | -2% | 5% | -6 | -3%[57.1 µM] | -0.3% | -16% | -17% | 1 | -3% |
| C#CCOc1c(Br)cc(/C=C2/C(=O)ON=C2C)cc1OCC | -1% | -15% | -4 | -2% | 2.6% | -3% | -18% | -3 | -2% |
| CCCC[C@H]1C2=C3[C@@H](CC(C(=O)OC)=C[C@@H](C(=O)OC)[C@H]3C(C)(C)C2=O)n2c(=O)n(-c3ccccc3)c(=O)n21 | -2%&3% | -21% | -1 | 1%&-11% | nt | -1% | -19% | -3 | 0%&-3% |
| O=C(NCc1nc2ccccc2[nH]1)c1c(F)cccc1F | 3% | -3% | -3 | 0% | -2.3% | 21% | -7% | -5 | -1% |
| O=C(CN1C(=O)NC2(CCCc3ccccc32)C1=O)N1CCN(C(=O)c2ccco2)CC1 (configuration not stated) | 0% | 0% | -1 | -4% | 3.6% | 8% | -14% | -3 | -1% |
| CNC(=O)C1CCC(Cn2c(=O)c3sccc3n(CC(=O)NCc3ccc(OC)cc3)c2=O)CC1 (configuration not stated) | 3% | 3% | 1 | 3%[57.1 µM] | 7.0% | 24% | -20% | 3 | -3% |
| CCO[C@H]1c2c(ccc3ccc(=O)oc23)OC(C)(C)[C@@H]1O | 1% | 2% | -5 | 78%[activator][57.1 µM] | 0.3% | -8% | -4% | 1 | -3% |
| COc1ccc2c(c1)CCCC21NC(=O)N(CC(=O)N2CC(C)OC(C)C2)C1=O (configuration not stated) | -6% | -5% | -5 | 0% | nt | -8% | -3% | 4 | -3% |
| CN(Cc1ccccc1)C(=O)c1[nH]cnc1C(=O)Nc1ccc(Br)cc1F | -3% | -17% | -1 | nt | nt | 4% | -17% | -1 | -1% |
| Cc1ccc(-n2cc(CN3CCC(CO)(Cc4cccc(C(F)(F)F)c4)CC3)cn2)cc1 | -2% | -2% | -10 | -8% | -0.4% | -6% | -1% | 4 | -15% |
| CCCCCCSC1=C(C#N)C(c2ccccc2)CC(=O)N1 (configuration not stated) | -5% | -8% | -7 | -1% | 3.7% | 3% | -12% | 0 | -6% |
| COc1cc(/C=C/c2nc3ccccc3c(=O)[nH]2)cc(Br)c1O | -6% | ? | -8 | -1% | -2.2% | 5% | ? | 3 | 0% |
| COc1ccc(NC(=O)c2ccc(OCc3c(C)noc3C)c(OC)c2)cn1 | -1% | ? | -2 | 3% | 6.0% | 0% | -17% | 1 | -2% |
| Cc1ccc(C(=O)N2CCCCC2C(=O)O)o1 (configuration not stated) | -1% | 4% | -3 | 6%[57.1 µM] | 0.0% | -1% | 1% | 3 | -5% |
| CCCc1nc(NCc2ccco2)c(C#N)c2c1COC(C)(C)C2 | -1% | nt | -3 | -1% | 2.9% | 1% | 0% | 8 | -3% |
| Cn1c(=O)n(C)c2cc(S(=O)(=O)O)ccc21 | 0% | 1% | 3 | 3% | 14% | 2% | -12% | -7 | -4% |
| CCOC(=O)CNC(=O)Nc1ccccc1C(=O)OC | 1% | 0% | -3 | 16% | -0.4% | 2% | -16% | 0 | -3% |
| C/C(=N\NS(=O)(=O)c1ccc(Cl)c([N+](=O)[O-])c1)c1cc2ccccc2o1 | 0% | -7% | 1 | -1% | 2.3% | 1% | -18% | -7 | 0% |
| CCC(=O)c1ccc(OCC(=O)OCC(=O)Nc2sccc2C(N)=O)cc1 | 5% | 6% | -3 | -13% | 0.3% | -9% | -6% | 12 | -4% |
| c1ccc(CSc2ccc(-c3cccs3)nn2)nc1 | 1% | -11% | 3 | 6%[57.1 µM] | 5.7% | 4% | 0% | -3 | -1% |
| Cc1ccc(NC(=O)c2ccc(NS(=O)(=O)/C=C/c3ccccc3)cc2)nc1 | 1% | 1% | -11 | -8% | 0.7% | -4% | -19% | -3 | 3% |
| Cc1nn(C)c(C(=O)NNC(=O)NC2CCCCC2)c1Cl | 5% | -17% | 0 | 6% | 2.9% | 7% | -14% | -1 | -1% |
| COc1ccc(-n2cc(CNCC3CCOCC3)c(-c3cccc(F)c3)n2)cc1 | -8% | -13% | 2 | 29% | 1.0% | 13% | -8% | -3 | -3% |
| COc1cccc(CNC(=O)C2CCN(S(=O)(=O)c3cnc[nH]3)CC2)c1 | 2% | -1% | -3 | 0% | 2.8% | 2% | -11% | -1 | -3% |
| Cc1ccc(C)c(S(=O)(=O)Nc2cc(SCC(=O)O)c(O)c3ccccc23)c1 | ? | -1% | 40 | -17% | 0.1% | 1% | ? | ? | 7% |
| CCNC(=S)N/N=C(\C)c1cccc(C(F)(F)F)c1 | 4% | ? | -4 | -4%[57.1 µM] | -1.9% | 4% | -24% | -5 | 5% |
| O=C1Nc2cc(Cl)c(Cl)cc2N(O)N1c1cc(Cl)cc(Cl)c1 | 3% | 8% | -3&-1 | 10% | -1.8% | 8% | -15% | 0 | -1% |
| Cc1ccc(N2C(=O)C(CC(=O)Nc3ccc(F)cc3)N(CCC3=CCCCC3)C2=O)cc1 (configuration not stated) | 2% | -5% | -1 | -9% | -1.4% | -4% | -5% | -3 | -2% |
| COc1ccc(CCNC(=O)c2cc(S(=O)(=O)N3CCCC3)cn2C)cc1OC | -1% | -1% | -14 | 8%[57.1 µM] | 0.7% | 9% | -1% | -3 | 2% |
| Cc1cccc(N(C)C(=O)COc2cc(=O)n(C)c3ccccc23)c1 | 0% | 1% | -1 | 6% | 0.2% | 10% | -13% | -1 | -1% |
| Cc1cc(N2CCCC2=O)cc(C)c1CN1C(=O)c2ccccc2C1=O | 1% | 0% | 4 | 8% | -1.2% | 2% | -1% | -4 | -3% |
| NC(=O)c1ncn([C@@H]2O[C@H](CNCc3cc(Br)ccc3OCc3ccccc3)[C@@H](O)[C@H]2O)n1 | 0% | 5% | -13 | -7% | nt | -6% | -3% | 0 | -1% |
| C=C(C)C(=O)Nc1ccc2nn(-c3ccccc3O)nc2c1 | 0% | -9% | -2 | nt | nt | -1% | -18% | -7 | -6% |
| CCCCn1c(N)c(N(CC(C)C)C(=O)CSc2n[nH]c(-c3ccc(C)cc3)n2)c(=O)[nH]c1=O | -6% | 4% | -3 | -6% | 0.9% | -3% | -16% | 0 | 3% |
| CCCCOC(=O)C1=C(C)NC(=O)NC1c1ccccc1 (configuration not stated) | 0% | -7% | -3 | -8% | 1.8% | 3% | 0% | -1 | -5% |
| Cc1ccccc1-c1nnn(CC(=O)c2ccc(S(=O)(=O)N3CCCC3)cc2)n1 | 2% | -5% | -12 | -11% | 0.1% | 8% | -16% | 0 | -5% |
| CCN(CC)CCCNS(=O)(=O)c1ccc(OC)cc1 | -1% | -22% | -4 | 2%[57.1 µM] | -0.3% | 2% | -3% | -4 | -3% |
| CCN(CC)c1ccc(S(=O)(=O)N2CCOCC2)cc1NC(=O)COC(=O)c1cccnc1SC | -7% | 2% | -4 | -3% | 4.2% | -4% | -21% | -2 | -3% |

Screens (PubChem BioAssay)
